RAM inhibit: blocks the yeast RAM network | AID 868 | inhibition, % at 50 µM | 190,000 compounds, 1.8% hits | S. cerevisiae dse1pr::URA3 reporter, 5-FOA growth OD615, 2 d; analog-sensitive cbk1-as2 kinase mutant strain;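 active = inhibition above a set limit, 3 SD over mean compound inhibition, cut at about 8.4% in these data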;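 note: 0% = DMSO-only wells with no growth and 100% = 10 µM 1-NA-PP1 full growth; inhibition rescues growth on 5-FOA so higher OD means more RAM inhibition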
Diaphorase act: counter-screen for diaphorase-based assays: diaphorase activators and chemical reducers; Diaphorase/resazurin coupled assay, resorufin fluorescence, 16 min; hits give high values; 1 = vehicle wells, 0 = NADH-free wells; activation factor at 20 µM; 190,000 compounds, 0.005% hits;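 active = diaphorase activity raised at least twofold by the compound at 20 µM; inactive = activation factor below 2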
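Material: Purified diaphorase enzyme from Clostridium kluyveri | Buffer or medium: 50 mM HEPES pH 7.4 with 4.542 mM MgCl2, 0.005% Tween 20 | Times: 16 min enzyme reaction, ambient temperature | Signal: Red resorufin fluorescence at 544/590 nm excitation/emission | Measure: Increased resorufin signal from activators or reducing compounds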
S1P3 antagonist: antagonists of human S1P3 receptor. 170,000 compounds, 0.27% hits. Q99500. CHO S1P3 NFAT-BLA reporter, FRET fluorescence, antagonist mode. inhibition, % at 4.98 µM. AID 485;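 active = inhibition above the plate cutoff, the mean inhibition of test wells on that plate plus 3 SD, cut at about 28% in these data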;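 note: cells challenged with S1P at its EC80 of 0.8 µM; blue over green emission ratio from cleaved BLA substrate after 4 h stimulation; 0% = S1P-stimulated wells and 100% = unstimulated DMSO-only wells; some compounds past the cut are filed as inactive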
Diaph inh CS: diaphorase inhibition or chemical oxidation counter-screen; diaphorase resazurin-to-resorufin fluorescence, NADH, 16 min; bacterial (C. kluyveri) enzyme, not human; inhibition, % at 20 µM; 190,000 compounds, 0.69% hits;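 active = primary screen inhibition at 20 µM above a set limit, cut at about 50% in these data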;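 note: plate controls were DMSO with full reaction for no effect and wells lacking NADH for full effect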
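controls = No-NADH positive control and DMSO neutral control | system = Clostridium kluyveri diaphorase enzyme | timing = reaction incubation of 16 min at room temperature | signal = resorufin fluorescence 544/590 nm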
PMI act satM6P: increases human PMI activity with near-saturating mannose 6-phosphate; AID 1216; activation factor at 20 µM; 190,000 compounds, 0.34% hits; coupled PMI enzyme assay, resazurin fluorescence, 20 min; hits give high values; 1 = untreated enzyme, 0 = substrate-free blank;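 active = activation factor of 2 or more at 20 µM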
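Test system – human PMI in coupled enzyme assay · Timing – 20 min incubation at room temperature · Detection – Diaphorase-driven resazurin-to-resorufin fluorescence, excitation 544, emission 590 nm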
TLR4 MyD88 comp: TLR4-MyD88 interaction inhibition in cells. O00206+Q99836. HeLa CL3-4 TLR4/MyD88 BLA complementation, FRET ratio. AID 861. 200,000 compounds, 0.18% hits. inhibition, % at 8.4 µM; in the data active = inhibition above about 25%;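 note: 0% = vehicle and 100% = reference inhibitor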
Target sequence (O00206 whole entry, looked up): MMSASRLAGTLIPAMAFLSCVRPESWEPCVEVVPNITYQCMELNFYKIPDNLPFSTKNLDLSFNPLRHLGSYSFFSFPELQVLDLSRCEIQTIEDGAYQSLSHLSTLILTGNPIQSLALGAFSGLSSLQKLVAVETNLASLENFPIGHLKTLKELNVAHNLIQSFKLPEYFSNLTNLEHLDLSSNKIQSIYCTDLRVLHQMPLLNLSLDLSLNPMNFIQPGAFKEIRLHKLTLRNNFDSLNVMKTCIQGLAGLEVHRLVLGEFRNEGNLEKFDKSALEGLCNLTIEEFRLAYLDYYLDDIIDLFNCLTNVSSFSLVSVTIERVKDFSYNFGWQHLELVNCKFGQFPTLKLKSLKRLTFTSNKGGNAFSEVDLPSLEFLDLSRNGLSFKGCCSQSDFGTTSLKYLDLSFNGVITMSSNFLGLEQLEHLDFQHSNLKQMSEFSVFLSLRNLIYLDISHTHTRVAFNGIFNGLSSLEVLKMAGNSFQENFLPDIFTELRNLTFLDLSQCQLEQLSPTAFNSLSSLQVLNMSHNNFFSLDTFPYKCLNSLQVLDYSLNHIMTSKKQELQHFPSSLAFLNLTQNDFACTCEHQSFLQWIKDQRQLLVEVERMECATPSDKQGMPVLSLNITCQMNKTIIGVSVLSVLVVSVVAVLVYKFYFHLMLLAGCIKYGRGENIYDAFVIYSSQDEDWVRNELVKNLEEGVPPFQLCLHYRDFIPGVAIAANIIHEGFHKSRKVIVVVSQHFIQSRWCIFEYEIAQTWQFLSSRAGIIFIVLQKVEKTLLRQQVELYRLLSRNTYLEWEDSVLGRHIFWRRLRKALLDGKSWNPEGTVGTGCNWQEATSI
Target sequence (Q99836 whole entry, looked up): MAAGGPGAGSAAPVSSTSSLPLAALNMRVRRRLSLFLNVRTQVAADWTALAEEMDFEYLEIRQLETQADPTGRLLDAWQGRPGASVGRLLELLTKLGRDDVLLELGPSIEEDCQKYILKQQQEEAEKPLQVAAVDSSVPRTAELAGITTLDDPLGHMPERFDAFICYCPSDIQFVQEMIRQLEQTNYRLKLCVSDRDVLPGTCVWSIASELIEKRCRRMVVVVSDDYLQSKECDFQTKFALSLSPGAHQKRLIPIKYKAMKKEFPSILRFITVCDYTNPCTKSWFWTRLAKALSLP
L major viab: reduces viability of Leishmania major promastigotes. resazurin fluorescence viability. inhibition, % at 10 µM. 200,000 compounds, 9% hits. AID 1063;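 note: promastigotes grown with compound for 44 hours at 28 °C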
PMI activator: increases human mannose-6-phosphate isomerase activity; activation factor at 20 µM; purified human PMI, coupled resazurin fluorescence, 20 min; hits give high values; 1 = vehicle control, 0 substrate-free wells; 190,000 compounds, 0.005% hits; P34949; AID 1214;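 active = activation factor of 2 or more at 20 µM, relative to plate controls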
Hsp70 activator: switches on Hsp70 transcription; 200,000 compounds, 0.04% hits; HeLa Hsp70 promoter luciferase reporter, luminescence; scaled: vehicle 0, proteasome-inhibitor control 100%; activation, % at 10 µM;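 active = activation above the mean across all tested compounds plus 3 SD, cutoff set per campaign, cut at about 5.5% in these data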;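 note: 100% = MG132 at 30 µM as the positive control and 0% = DMSO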
Redox H2O2 prof: compounds producing H2O2 with reducing agent – biochemical, NIH compound library profiling, artefact control for MLSCN library redox annotation, primary screen; DTT-dependent redox cycling H2O2, phenol red/HRP absorbance; 100% = 100 µM peroxide control, 0% = buffer; activation, % at 10 µM; 200,000 compounds, 0.03% hits; AID 878;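 active = activation of at least 50% relative to the plate's high and low controls in the primary single-dose screen; inactive = activation below 50%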;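 note: compound incubated with DTT at 0.8 mM final as the reducing agent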
G6PDH counter: inhibits Leuconostoc G6PDH, flagging false hits in G6PDH-based assays | Purified L. mesenteroides G6PDH, diaphorase/resazurin coupled fluorescence, 45 min | inhibition, % at 5 µM | 200,000 compounds, 0.12% hits | AID 1020
An asterisk follows results filed as active; / = no result given. Cut-off read from the data, not from the text of the source, unless noted: active = inhibition above about 50%; inactive = the rest.

SMILES | RAM inhibit | Diaphorase act | S1P3 antagonist | Diaph inh CS | PMI act satM6P | TLR4 MyD88 comp | L major viab | PMI activator | Hsp70 activator | Redox H2O2 prof | G6PDH counter
Cc1ccc(C2CC(c3cccc(NS(C)(=O)=O)c3)=NN2S(C)(=O)=O)cc1 (stereo unspecified) | 0.4 | 0.9 | -14 | 7 | 0.9 | -13 | 11 | 1 | 0.2 | -0.9 | 7
c1ccc(-c2nnc(-c3ccncc3)o2)cc1 | -0.7 | 1 | / | 4 | 1.2 | 13 | -5 | 1.2 | 1.4 | 0.1 | -4
CC1CN(C(=S)NC(=O)c2cccc([N+](=O)[O-])c2)CC(C)O1 (stereo unspecified) | 1.9 | 0.8 | / | 22 | 0.9 | 20 | 0 | 0.9 | -0.5 | -5.3 | 10
COCCCNC(=S)N1CCC(NC(=O)c2ccco2)CC1 | 1.4 | 1 | -1 | -2 | 1.1 | 13 | -8 | 1 | -0.1 | 0.3 | 17
CCc1cccc2c3c([nH]c12)C(CC)(CC(=O)O)OCC3 (stereo unspecified) | 0.1 | 0.7 | -9 | 32 | 0.6 | 1 | -4 | 0.9 | -0.1 | 0.2 | 16
CC(C)(C)NC(=O)c1ccc2c(c1)N(CC(=O)N1CCN(c3ccc(F)cc3)CC1)C(=O)C(C)(C)O2 | 1.4 | 0.9 | -2 | 5 | 1 | -6 | 4 | 1.1 | 0.1 | 1.9 | 10
CCCCc1nc2ccccc2c(C(=O)O)c1C | 1.0 | 0.8 | -24 | 21 | 0.9 | -13 | -5 | 0.9 | -0.1 | -3.5 | 4
Cc1ccc2nc(NC(=O)c3cccs3)sc2c1 | 2.8 | 0.9 | / | 6 | 1 | -5 | 28 | 1.1 | -0.1 | 0.0 | 5
O=C(Nc1ccc(OCC(=O)N2CCOCC2)cc1)Nc1cccc(Cl)c1 | 0.5 | 0.9 | -8 | 9 | 1 | 11 | -4 | 1 | -0.2 | 0.2 | 4
CCC(C)NC(=O)c1cnn2c(C)c3c(nc12)CCCC3 (stereo unspecified) | 2.7 | 0.9 | / | 5 | 1 | 2 | -7 | 1 | -0.3 | 2.2 | -6
COc1ccc(C(=O)NN2C(=O)C3C(c4ccccc4)C=CC(c4ccccc4)C3C2=O)cc1 (stereo unspecified) | 5.1 | 0.7 | -1 | 27 | 0.9 | 2 | 10 | 0.8 | -0.4 | 0.1 | 7
COc1ccc(NC(=O)c2nc3ccccc3s2)cc1 | 2.3 | 1.1 | 11 | -6 | 1.1 | -1 | 6 | 1 | -0.2 | 0.3 | -2
CCCc1cc(C(=O)NCc2cccnc2)no1 | 0.8 | 0.8 | / | 20 | 0.9 | 1 | -7 | 0.9 | 0.4 | -0.1 | 4
CCCCNC(=O)c1onc(CSc2ccc(F)c(F)c2)c1C(=O)O | -1.1 | 0.8 | / | 16 | 0.9 | -13 | -7 | 1 | -0.3 | -3.9 | -2
O=C(/C=C/c1ccccc1)NCc1cccnc1 | 0.9 | 0.9 | 3 | 14 | 0.9 | -20 | -4 | 0.9 | -0.2 | -0.7 | 14
N#C/C(=C/c1ccc(N2CCOCC2)o1)c1nc2ccccc2[nH]1 | -1.1 | 0.8 | / | 24 | 0.6 | 4 | 36 | 0.9 | -0.4 | 0.2 | 18
CCOC(=O)c1cc(-c2cc3ccccc3o2)n[nH]1 | 3.7 | 0.9 | 6 | 12 | 1 | 2 | 15 | 1 | -0.1 | -2.0 | 10
COc1cccc(-n2c(-c3cccc(S(=O)(=O)N(C)C)c3)n[nH]c2=S)c1 | 6.0 | 0.8 | -16 | 21 | 0.9 | 1 | -4 | 0.9 | -0.2 | -0.6 | 9
Nc1nc(SCC(=O)Nc2ccccc2C(F)(F)F)[nH]c(=O)c1-c1ccccc1 | 2.1 | 0.9 | -7 | 13 | 1 | 7 | -5 | 1.1 | -0.3 | -0.4 | 11
O=C(NCCN1CCOCC1)C(=O)NCC1CCCO1 (stereo unspecified) | -1.1 | 1.1 | 8 | -11 | 1.2 | 1 | -4 | 1.1 | -0.1 | -0.2 | 16

Quoted at random: 3 records from the list.
SMILES | RAM inhibit | Diaphorase act | S1P3 antagonist | Diaph inh CS | PMI act satM6P | TLR4 MyD88 comp | L major viab | PMI activator | Hsp70 activator | Redox H2O2 prof | G6PDH counter
CCc1cccc2c3c([nH]c12)C(CC)(CC(=O)O)OCC3 (stereo unspecified) | 0.1 | 0.7 | -9 | 32 | 0.6 | 1 | -4 | 0.9 | -0.1 | 0.2 | 16
COc1ccc(NC(=O)c2nc3ccccc3s2)cc1 | 2.3 | 1.1 | 11 | -6 | 1.1 | -1 | 6 | 1 | -0.2 | 0.3 | -2
O=C(Nc1ccc(OCC(=O)N2CCOCC2)cc1)Nc1cccc(Cl)c1 | 0.5 | 0.9 | -8 | 9 | 1 | 11 | -4 | 1 | -0.2 | 0.2 | 4

Carrying on.
SMILES | RAM inhibit | Diaphorase act | S1P3 antagonist | Diaph inh CS | PMI act satM6P | TLR4 MyD88 comp | L major viab | PMI activator | Hsp70 activator | Redox H2O2 prof | G6PDH counter
COc1ccc(CCNC(=O)[C@@H](NC(=O)c2ccccc2F)C(C)C)cc1OC | -0.7 | 0.9 | -3 | 8 | 0.9 | -5 | -2 | 1 | -0.2 | -1.0 | 1
Cc1ccccc1COC[C@H](CC(C)C)N1CCN(C(=O)c2cccc(C(F)(F)F)c2)CCC1=O | 1.8 | 0.8 | 3 | 21 | 0.9 | -4 | 12 | 0.9 | 0.1 | -0.4 | 15
CC1(C)CCCC2=C1CC1C(=O)N(c3ccccc3)C(=O)C1C2 (stereo unspecified) | -0.8 | 0.8 | -40 | 19 | 0.9 | 6 | 5 | 1.1 | -0.5 | 11 | 8
c1ccc(CNc2ccc(CNc3ncn[nH]3)cc2)cc1 | 3.3 | 1 | / | 0 | 0.9 | -3 | 64* | 1 | -0.2 | 2.5 | 1
COc1ccc(C(O)c2nccn2C)cc1 (stereo unspecified) | 1.6 | 0.8 | / | 24 | 0.9 | 8 | -4 | 0.9 | -0.1 | 0.0 | -4
O=C(NC(=S)N1CCN(c2c(Cl)cccc2[N+](=O)[O-])CC1)c1cccs1 | 0.1 | 0.8 | / | 18 | 0.9 | 4 | 4 | 0.9 | -0.3 | 1.4 | -13
COc1ccc(C2=Nn3c(nnc3-c3ccco3)SC2)cc1OC | 2.0 | 1.1 | / | -14 | 1.1 | 0 | 14 | 1 | -0.4 | 1.7 | 5
COc1ccc(N2CCN(CCNC(=O)C3CCN(S(=O)(=O)c4cccs4)CC3)CC2)cc1 | 0.7 | 1 | -26 | 2 | 1 | 3 | 1 | 1 | -0.3 | -0.3 | 2
COc1c(Cl)cc(C(=O)NN)cc1Cl | -0.4 | 1.2 | -2 | -15 | 1.1 | -3 | -1 | 1.1 | 0.5 | 0.8 | 0
Cc1cccc(N2CCN(C(=O)NCc3ccc(Cl)cc3)CC2)c1 | 1.0 | 1 | / | -1 | 1.1 | -11 | -6 | 1.1 | 0.2 | 0.2 | 9
O=C(CNC(=O)c1ccco1)OCc1c(F)cccc1Cl | 1.2 | 0.9 | -8 | 9 | 1.1 | 14 | -3 | 1.1 | -0.1 | -0.4 | 6
O=C(CNc1cc(S(=O)(=O)N2CCOCC2)ccc1N1CCCC1)NCc1ccco1 | 0.9 | 1 | -3 | 2 | 0.9 | -8 | -3 | 1.2 | 0.0 | 0.2 | 4
CCOC(=O)c1cc2cc(-c3c(C(=O)OCC)oc4cc(O)cc(O)c4c3=O)ccc2o1 | 6.0 | 0.7 | / | 27 | 1 | 21 | 31 | 0.9 | -0.2 | -2.5 | 2
CC(=O)c1ccc(NC(=O)NCc2ccc(F)cc2)cc1 | 0.9 | 0.9 | 4 | 12 | 0.9 | -15 | 4 | 1 | 0.0 | -0.5 | 1
COc1cccc(C(=O)Nc2ccccc2OC(F)(F)F)c1 | -0.1 | 1 | -6 | 3 | 1 | -18 | -3 | 1 | -0.2 | 0.8 | 13
CCCCc1c(O)nc(SCC(=O)NC(C)(C)C)n(-c2ccccc2C)c1=O | 0.0 | 1.1 | / | -8 | 1.1 | -1 | -8 | 1 | -0.2 | 2.8 | 5
CC(C)c1nnc(NC(=O)CN(C)S(=O)(=O)c2ccc3c(c2)OCCO3)s1 | 1.9 | 0.9 | 2 | 10 | 1.1 | 4 | 4 | 1.1 | -0.2 | -0.2 | 0
CC1(C(=O)NC2CCCCCCC2)CCC(=O)N1Cc1cccs1 (stereo unspecified) | 0.0 | 0.9 | / | 10 | 1 | -28 | 2 | 1 | -0.2 | 0.1 | 1
C#CCOCCOCCOCCNc1nc(N2CCN(C(=O)[C@H](CCC(=O)O)n3cc(C(N)CC(C)C)nn3)CC2)nc(N2CCN(C(=O)[C@H](Cc3ccc(O)cc3)n3cc(C(N)CC(C)C)nn3)CC2)n1 (stereo partly specified) | 0.3 | 0.9 | 0 | 7 | 1.1 | -17 | -3 | 1.1 | -0.2 | -0.8 | 18
Cc1c(NC(=O)C(C)Sc2nnc(-c3ccccc3)o2)c(=O)n(-c2ccccc2)n1C (stereo unspecified) | 1.4 | 0.9 | 4 | 13 | 1 | -13 | -1 | 0.9 | -0.5 | 2.5 | 5
Cc1cc(SCC(=O)OCC(=O)N2CCN(C(=O)c3ccco3)CC2)c(C)cc1Br | 0.9 | 1 | / | 0 | 1.2 | 17 | -8 | 1.1 | -0.2 | -0.3 | -22
Cc1ccc2c(c1)c1c3n2CCCN(Cc2ccccc2)C3CCC1 (stereo unspecified) | 0.7 | 0.7 | / | 27 | 0.9 | -1 | 25 | 0.9 | -0.3 | 0.3 | -3
COc1ccc(NC(=O)CSc2nc(C)cc(C(F)(F)F)n2)cc1 | 1.9 | 0.9 | 3 | 9 | 1 | -1 | 7 | 1 | 0.2 | -3.1 | -15
CCOc1cccc(-c2nc3cc(C)ccc3o2)c1 | 1.2 | 0.8 | -42 | 24 | 0.9 | -4 | 1 | 0.9 | 0.1 | 1.8 | 2
COc1ccc(C2CC(c3cccs3)=NN2C(=O)CSc2nnc(N)s2)cc1OC (stereo unspecified) | 1.9 | 1 | -7 | -1 | 1 | -40 | 3 | 1.1 | -0.1 | 0.0 | 10
COc1ccc(-c2nc(C#N)c(NCc3cccnc3)o2)cc1OC | -1.4 | 1 | / | -1 | 1 | 1 | 96* | 1 | -0.1 | 1.9 | 7
Cc1ccsc1C(=O)N1CCC(N2CCC(C(=O)NCC3CCCO3)CC2)CC1 (stereo unspecified) | 1.1 | 0.9 | -3 | 10 | 0.9 | -3 | -2 | 1 | -0.4 | -0.1 | 14
